# Vc quorum ag – inducers of Vibrio cholerae quorum light production without autoinducers. activation, % at 18.7 µM. V. cholerae BH1578 lux reporter, luminescence, 6 h. 0.16% of 350,000 active; in the data active = activation mostly above about 9.7%, no sharp cut-off; also: not every result past the cut was called active; inactives centre near 0; reference of the scale not given here
# UGM FP inh – blocks M. tuberculosis UGM enzyme; P9WIQ1; purified UGM, fluorescence polarization probe displacement; inhibition, % at 10 µM; 0.06% of 320,000 active; AID 504406; in the data active = inhibition above about 10%, passing the limit was not always enough
# Target sequence (P9WIQ1 whole entry, looked up): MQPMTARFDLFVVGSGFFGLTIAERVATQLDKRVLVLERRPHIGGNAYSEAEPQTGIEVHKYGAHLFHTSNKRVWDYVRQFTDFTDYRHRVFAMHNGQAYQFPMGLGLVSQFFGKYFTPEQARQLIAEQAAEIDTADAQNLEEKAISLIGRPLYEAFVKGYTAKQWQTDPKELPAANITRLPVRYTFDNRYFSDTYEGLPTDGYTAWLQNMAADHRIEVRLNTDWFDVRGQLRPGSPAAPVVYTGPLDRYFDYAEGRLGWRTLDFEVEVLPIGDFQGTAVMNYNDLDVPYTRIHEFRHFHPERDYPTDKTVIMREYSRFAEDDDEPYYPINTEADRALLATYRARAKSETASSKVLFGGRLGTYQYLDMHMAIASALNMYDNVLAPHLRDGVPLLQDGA
# Mtb FBA inh – inhibits M. tuberculosis FBA enzyme; 2.3% of 360,000 active; P9WQA3; inhibition, % at 1 µM; purified M. tuberculosis FBA, fluorescence read-out; in the data active = inhibition above about 27%;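 also: 0% = vehicle and 100% = reference inhibitor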
# Mtb BioA inh – blocks M. tuberculosis BioA enzyme activity; purified M. tuberculosis BioA enzyme, plate reader; inhibition, % at 9.99 µM; 0.096% of 360,000 active; in the data active = inhibition above about 40%
# Rv3671c inh – Rv3671c (M. tuberculosis) protease inhibition; P9WHR9; inhibition, % at 5.96 µM; 0.048% of 320,000 active; in the data active = inhibition above about 38%;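 also: extracellular domain of Rv3671c used as enzyme; 0% = enzyme with DMSO and 100% = no enzyme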
# Target sequence (P9WHR9 whole entry, looked up, the tested form may be a part): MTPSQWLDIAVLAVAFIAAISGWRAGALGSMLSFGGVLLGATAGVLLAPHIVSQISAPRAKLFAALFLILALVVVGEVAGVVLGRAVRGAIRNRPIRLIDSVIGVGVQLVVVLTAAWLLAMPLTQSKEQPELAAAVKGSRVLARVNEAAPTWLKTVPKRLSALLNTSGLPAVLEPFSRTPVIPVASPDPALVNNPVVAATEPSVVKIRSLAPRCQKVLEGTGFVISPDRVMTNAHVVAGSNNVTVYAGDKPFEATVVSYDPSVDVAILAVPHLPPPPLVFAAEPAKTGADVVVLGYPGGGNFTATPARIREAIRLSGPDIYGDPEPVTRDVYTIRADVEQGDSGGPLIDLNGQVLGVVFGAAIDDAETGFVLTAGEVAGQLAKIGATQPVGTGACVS
# 3CLpro inhibitor – SARS-CoV 3CLpro protease inhibition. P0C6X7. recombinant SARS-CoV 3CLpro, quenched FRET peptide cleavage. inhibition, % at 6 µM. 0.14% of 290,000 active; in the data active = inhibition above about 12%
# VHR inh abs – DUSP3 (human) phosphatase inhibition; P51452; 0.52% of 290,000 active; inhibition, % at 13.3 µM; recombinant VHR phosphatase, pNPP absorbance; AID 1654; in the data active = inhibition above about 50%; also: some compounds called inactive have numbers as strong as hits
# Target sequence (P51452 whole entry, looked up): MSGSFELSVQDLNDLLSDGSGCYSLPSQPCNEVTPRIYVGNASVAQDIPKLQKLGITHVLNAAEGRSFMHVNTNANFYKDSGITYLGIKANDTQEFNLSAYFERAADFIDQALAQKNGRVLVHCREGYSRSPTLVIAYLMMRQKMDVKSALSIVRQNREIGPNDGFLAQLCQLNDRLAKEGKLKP
# GDH-TPI counter – GDH-TPI coupled enzyme inhibition counter-screen; GDH-TPI coupled enzyme counterscreen, NADH absorbance; inhibition, % at 4.8 µM; 1.2% of 360,000 active; in the data active = inhibition above about 30%;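 also: 0% = DMSO wells and 100% = wells lacking the enzyme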
# SSB-PriA inh – blocks PriA binding to SSB C-terminal tail | 0.6% of 430,000 active | inhibition, % at 33 µM | AlphaScreen SSBct-PriA binding, biotinylated peptide; in the data active = inhibition mostly above about 37%, no sharp cut-off; inactive = mostly below about 20%;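 also: plate controls were negative control peptide for no effect and reference peptide for full effect; strong numbers were not always called active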
# MazEF act – increases E. coli MazEF RNase cleavage of RNA | P0AE70 | FAM/BHQ RNA-DNA oligo cleavage fluorescence, 5 h | activation, % at 20 µM | 0.32% of 350,000 active; in the data active = activation above about 50%
# Target sequence (P0AE70 whole entry, looked up): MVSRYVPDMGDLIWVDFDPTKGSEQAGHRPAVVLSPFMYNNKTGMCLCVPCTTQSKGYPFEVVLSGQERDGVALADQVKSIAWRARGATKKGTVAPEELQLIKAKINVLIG
# Starred values were filed as active, the others as inactive; i = inactive; . = not tested or not shown. Some of the compounds tested (hit frequency here may not be typical).
SMILES,Vc quorum ag,UGM FP inh,Mtb FBA inh,Mtb BioA inh,Rv3671c inh,3CLpro inhibitor,VHR inh abs,GDH-TPI counter,SSB-PriA inh,MazEF act
CC(NC(N)=O)C(=O)Nc1ccc(Cl)c(S(=O)(=O)Nc2ccc(Br)cc2)c1 (centres undefined),-0.3,2.4,-2,2.2,1,3,-3,-13,4,-1
CCNC(=O)C1(C)CCN(C(=O)c2ccccc2OC(F)(F)F)C1 (centres undefined),i,.,-2,-2.2,.,.,.,5,.,.
COc1ccc(C(=O)CC(=O)C(=O)Nc2ccc(OC)c(Cl)c2)cc1,1.6,3.5,3,-0.7,-6,10,22,9,-5,3
O=C(CSc1ccc(F)cc1)NC1CCCCC1,-0.2,0.5,1,.,1,3,15,-3,7,-1
COc1ccc(-c2n[nH]c(=S)n2CC(C)C)cc1,.,2.2,5,-1.7,-1,5,31,6,2,11
Cc1cccc(C)c1NC(=S)N(CCN(C)C)Cc1cccs1,-1.0,1.1,5,.,7,-4,12,0,2,-2
CCOc1ccc(S(=O)(=O)N2CCCC(C(=O)N3CCOCC3)C2)cc1 (centres undefined),-0.4,0.2,3,-2.3,6,-1,-22,9,5,1
OC(c1ccccc1)c1ccncc1 (centres undefined),i,1.4,-1,0.9,6,.,.,7,-7,0
O=[N+]([O-])c1ccc(N2CCN(S(=O)(=O)c3ccc(Cl)c(Cl)c3)CC2)cc1NCCN1CCOCC1,-0.2,1.1,-6,.,3,-4,-17,6,4,-4
CC(=O)NC(Cc1ccc(F)cc1)C(=O)NC1CCN(c2ncccc2[N+](=O)[O-])CC1 (centres undefined),i,2.7,-5,.,0,-1,9,-4,-16,6
O=[N+]([O-])c1ccc(N=NN(CCO)CCO)cc1,-0.2,3.2,1,.,2,-1,2,22,2,-7
COc1ccc(CNC(=O)CCc2cc(OC)c(OC)c(OC)c2)cc1,-1.4,-1.6,-1,-1.1,-3,-8,22,2,-9,14
c1csc(CNc2nc3ccccc3n2CCN2CCOCC2)c1,-0.5,-1.2,3,0.0,-3,0,21,-7,-8,-2
CCc1cc(=O)oc2c(C)c(OCC(=O)NCc3ccccn3)ccc12,-0.3,-1.1,4,-2.4,1,-1,10,7,0,15
COCc1ccc(C(=O)N2CCCC(CNC(=O)c3ccc(F)cc3)C2)o1 (centres undefined),0.4,-0.6,0,0.8,-2,3,14,3,-2,8
COc1cccc2c1CCC(NC(C)=O)C2=O (centres undefined),-0.5,0.0,1,3.3,-4,-1,-5,1,5,-1
O=C(CN(C(=O)CNS(=O)(=O)c1ccccc1)C1CCCC1)NCC1CCCO1 (centres undefined),0.9,-1.5,2,-0.7,-3,-1,16,6,-21,8
CCOc1ccc(C(=O)NCC(=O)OCC(=O)Nc2ccccc2OCC)cc1,.,4.7,3,3.9,-1,4,9,1,-24,4
CN(CCOc1ccc(Br)cc1)C(=O)CNC(=O)c1ccc2ccccc2c1,-0.5,2.5,-5,-1.3,-21,-2,23,4,-16,2
N#Cc1c(-c2ccccc2)ccnc1N1CCOCC1,i,-0.9,8,.,-3,2,-17,3,-10,-8
O=C(c1ccc(C(=O)N2CCCc3ccccc32)s1)N1CCCc2ccccc21,-0.5,-4.8,-2,-0.8,-3,0,38,13,21,-2
O=C(CCn1c(=O)c2ccccc2n(CC(=O)NC2CCCC2)c1=O)NCCc1ccc(Cl)cc1,i,-0.2,-9,-0.7,-5,0,17,8,-7,-4
COc1ccc(CN(C(=O)c2cc(=O)c3cc(C)cc(C)c3o2)C2CCS(=O)(=O)C2)cc1 (centres undefined),-0.8,-2.6,5,0.3,-6,8,16,-2,-6,-1
CN(Cc1ccccc1)C(=O)c1[nH]cnc1C(=O)NCCCCCNC(=O)OC(C)(C)C,-0.8,-0.1,7,-1.0,-1,.,.,11,-19,-16

# Overlap with the part before: six compounds, followed by the next part.
SMILES,Vc quorum ag,UGM FP inh,Mtb FBA inh,Mtb BioA inh,Rv3671c inh,3CLpro inhibitor,VHR inh abs,GDH-TPI counter,SSB-PriA inh,MazEF act
CN(CCOc1ccc(Br)cc1)C(=O)CNC(=O)c1ccc2ccccc2c1,-0.5,2.5,-5,-1.3,-21,-2,23,4,-16,2
N#Cc1c(-c2ccccc2)ccnc1N1CCOCC1,i,-0.9,8,.,-3,2,-17,3,-10,-8
O=C(c1ccc(C(=O)N2CCCc3ccccc32)s1)N1CCCc2ccccc21,-0.5,-4.8,-2,-0.8,-3,0,38,13,21,-2
O=C(CCn1c(=O)c2ccccc2n(CC(=O)NC2CCCC2)c1=O)NCCc1ccc(Cl)cc1,i,-0.2,-9,-0.7,-5,0,17,8,-7,-4
COc1ccc(CN(C(=O)c2cc(=O)c3cc(C)cc(C)c3o2)C2CCS(=O)(=O)C2)cc1 (centres undefined),-0.8,-2.6,5,0.3,-6,8,16,-2,-6,-1
CN(Cc1ccccc1)C(=O)c1[nH]cnc1C(=O)NCCCCCNC(=O)OC(C)(C)C,-0.8,-0.1,7,-1.0,-1,.,.,11,-19,-16
O=C(Cc1ccc(S(=O)(=O)N2CCCCC2)s1)Nc1cccc2ccccc12,-0.6,-1.1,0,.,0,4,2,-3,-2,24
COc1ccccc1-c1csc(Cc2nnc3n2CCCCC3)n1,i,0.6,2,-0.4,2,-1,17,-3,-4,-3
C=CCNC(=S)N1CCN(c2cccc(C(F)(F)F)c2)CC1,-0.2,-3.9,-1,0.6,9,-1,-11,8,-12,-3
O=C1c2[nH]nc(-c3ccccc3O)c2C(c2ccc(F)cc2)N1CC1CCCO1 (centres undefined),.,0.6,0,-0.6,-2,-3,18,0,0,8
C/C(=N\NC(=O)Cc1ccccc1)c1cccnc1,-0.8,-0.5,2,7.0,-4,3,13,9,.,5
NC(=O)c1ccccc1NC(=O)/C=C/C(=O)O,-2.1,1.8,50*,0.3,-7,-1,41,-1,-8,6
O=C1NC(=O)C2(CCCCCC2)N1,i,.,0,0.3,.,.,.,4,2,3
OCCCNCc1cccc2ccccc12,-0.3,-1.8,-2,0.0,2,-3,-47,7,2,-11
O=C(Nc1c(Cl)cccc1Cl)c1cc(=O)n(Cc2ccccc2)c(=O)[nH]1,i,4.2,-2,.,-10,5,3,9,-12,-2
Cc1cccc2c(=O)c(C(=O)NCc3cccs3)c[nH]c12,-3.7,2.6,-2,-0.4,-4,-1,.,1,-12,11
COCCNC(=O)C(c1ccc(F)cc1)N(Cc1ccccc1)C(=O)CCC(=O)Nc1ccccn1 (centres undefined),i,-1.4,-4,-1.2,0,0,33,-3,-11,5
OCC[N+]12CCC(CC1)C(C(O)(c1ccccc1)c1ccccc1)C2 (centres undefined),-0.5,-1.6,1,.,2,1,1,6,1,10

# 3 compounds out of the list, arranged by length of the SMILES, ascending:
SMILES,Vc quorum ag,UGM FP inh,Mtb FBA inh,Mtb BioA inh,Rv3671c inh,3CLpro inhibitor,VHR inh abs,GDH-TPI counter,SSB-PriA inh,MazEF act
N#Cc1c(-c2ccccc2)ccnc1N1CCOCC1,i,-0.9,8,.,-3,2,-17,3,-10,-8
COCCNC(=O)C(c1ccc(F)cc1)N(Cc1ccccc1)C(=O)CCC(=O)Nc1ccccn1 (centres undefined),i,-1.4,-4,-1.2,0,0,33,-3,-11,5
COc1ccc(CN(C(=O)c2cc(=O)c3cc(C)cc(C)c3o2)C2CCS(=O)(=O)C2)cc1 (centres undefined),-0.8,-2.6,5,0.3,-6,8,16,-2,-6,-1

# Following part:
SMILES,Vc quorum ag,UGM FP inh,Mtb FBA inh,Mtb BioA inh,Rv3671c inh,3CLpro inhibitor,VHR inh abs,GDH-TPI counter,SSB-PriA inh,MazEF act
COC(=O)c1cc(S(=O)(=O)NC2CCCCC2)cn1C,-0.2,0.4,-1,-1.5,1,-3,-4,6,-10,2
O=C(O)c1cc(Sc2ccc(Br)cc2)nc2ccccc12,-0.2,.,5,.,.,-4,7,6,-4,2
C(=N\n1cnnc1)/c1ccc2c(c1)OCCO2,-0.3,-0.2,19,.,5,3,11,23,.,10
C=CCn1c2ccccc2c2nnc(SCC(N)=O)nc21,-0.1,0.5,-1,5.6,4,4,6,3,6,1
Cc1ccc(-c2nc3ccc(Cl)cc3c(=O)n2O)cc1,i,-0.8,-2,-0.3,-3,-2,6,6,-5,3
Cc1ccc(C(=O)c2c3ccccc3[n+]([O-])n2[C@@H](C)C(N)=O)cc1,i,0.1,-1,-1.2,0,.,.,6,13,8
C[C@H](CO)N1C[C@H](C)[C@@H](CN(C)C)Oc2c(NC(=O)CCCCCC(=O)Nc3ccccc3N)cccc2C1=O,-0.7,-2.0,2,-1.5,3,.,.,8,-5,1
CN(Cc1ccncc1)C1CC(=O)N(c2ccc(Cl)cc2)C1=O (centres undefined),-0.3,1.4,2,0.3,4,-2,17,4,7,2
Cc1ccc(C(=O)NNC(=O)c2ccccc2)cc1S(=O)(=O)N1CCCCC1,i,-2.3,-3,-0.3,-4,.,.,4,-9,6
COc1ccc(/C=C2\CCCCC2=O)cc1,-0.5,-0.6,1,0.2,1,.,.,13,1,-6
OCCOCCNc1ncnc2nc[nH]c12,-0.3,-2.6,-2,-0.4,2,3,-9,11,-8,0
CC(=O)c1cccc(NC(=O)CCS(=O)(=O)c2cccc3nonc23)c1,-0.5,-1.6,0,-0.1,6,-2,11,-1,-11,5
CS(=O)(=O)c1ccc(Cl)c(NC(=O)c2cccc(N3C(=O)CCC3=O)c2)c1,i,3.2,-1,.,1,.,.,10,-14,0
O=C(O)c1cc(N=Cc2c(O)c3ccccc3oc2=O)ccc1O,-0.8,4.8,8,2.7,.,0,6,5,-18,-1
Cc1ccccc1-c1ccc(C(=O)NCc2ccccc2)o1,i,1.1,12,3.0,-11,1,-4,7,7,-2
CCc1[nH]nc(C(=O)N2CCCC(CO)(Cc3ccc(F)cc3F)C2)c1C (centres undefined),-2.1,-2.3,-5,1.9,0,0,-20,11,-6,3
Cc1cccc(-c2nc(CS(=O)CC(=O)NCC3CCCO3)c(C)o2)c1 (centres undefined),-0.6,0.1,-2,-0.7,3,-2,12,5,-9,-7
Cc1cccc(NS(=O)(=O)c2ccc3c(c2)OCCO3)c1,i,0.5,0,0.1,-4,-1,-8,7,6,10
COc1ccccc1N(C)S(=O)(=O)c1ccc(C(=O)Nc2ccc(C)cc2C)cc1,-0.4,.,-2,-1.0,.,.,.,13,-10,8
O=C(O)/C=C\C(=O)Nc1cccc(NC(=O)c2ccccc2)c1,2.2,-0.4,1,.,-3,2,-8,-3,2,3
Cc1ccc(NS(=O)(=O)c2cccc([N+](=O)[O-])c2)nc1,1.4,-0.8,0,.,3,1,2,1,-8,5
Cc1ccc(CNC(=O)c2cccnc2Cl)cc1,-0.6,-0.3,2,0.2,4,4,2,-1,-7,7
COc1ccc(-c2ccc3nnc(SCC(=O)NCC4CCCO4)n3n2)cc1 (centres undefined),-0.8,2.5,34*,1.3,-2,.,.,11,-11,4
COC(=O)c1ccc(CSc2nc3c(c(=O)[nH]2)CCC3)cc1,-0.4,.,0,-0.9,.,.,.,6,.,.
COc1ccc(Br)cc1-c1noc(-c2ccccc2F)n1,i,-0.2,5,-0.6,-1,1,-13,-12,-9,-11
O=C(NCc1ccco1)c1ccc(N2CCCCC2)c([N+](=O)[O-])c1,-0.6,2.6,1,1.4,0,3,8,11,26,4
COC(=O)C1=C(C)N(Cc2ccccc2)C(=NCCc2cccnc2)N[C@H]1c1ccc(Br)cc1,-0.6,-0.7,3,32,4,.,.,7,-3,25
CC(C)CC(=O)N1CCN(c2ccc([N+](=O)[O-])cc2Cl)CC1,0.4,1.8,-4,3.9,-1,6,-8,5,-8,-5
CC(C)c1nc2sc3c(NCc4ccccc4)ncnc3c2c2c1COC(C)(C)C2,i,0.8,3,-4.0,-7,2,14,9,-23,40
COc1ccc(CN(CC(=O)NCC2CCCO2)C(=O)CCC(=O)Nc2cc(C)on2)cc1 (centres undefined),-0.7,-1.2,1,-2.1,5,2,-5,5,-19,-9
CC(C)CC1=NN(C(=O)c2ccco2)C(O)(C(F)(F)F)C1 (centres undefined),-0.5,2.7,-2,.,-10,3,35,-7,-1,-2
CN(C)Cc1c(C(=O)N/N=C/c2ccco2)nnn1-c1nonc1N,-0.2,-1.4,-1,-2.8,-15,-4,-3,9,.,7
O=C1c2ccccc2S(=O)(=O)N1Cc1cc(=O)n2ccsc2n1,-0.3,-0.1,4,1.3,4,-3,30,11,-6,6
N#Cc1ccsc1NC(=O)COC(=O)CCS(=O)(=O)c1ccccc1,i,-0.4,2,0.0,0,.,.,12,6,-7

# High-throughput results (PubChem)
